# S1P4 antagonist: blocks the human S1P4 receptor; S1P4-expressing cells, antagonist mode, reporter read-out; AID 1510; inhibition, % at 4.98 µM; O95977; 220,000 compounds, 0.26% hits; in the data active = inhibition above about 29%;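 note: 0% = wells stimulated with agonist and 100% = vehicle wells without agonist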
# BaF3 tox: parental Ba/F3 viability inhibition as JAK2V617F counter-screen | CellTiter-Glo ATP luminescence | inhibition, % at 5.6 µM | 220,000 compounds, 1.1% hits | AID 1486;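 active = inhibition above a per-campaign cutoff, the mean inhibition of all tested compounds plus 3 SD, cut at about 27% in these data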;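 note: 0% = DMSO wells and 100% = JAK Inhibitor I control wells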
# Ba/F3 V617F tox: lowers viability of Ba/F3 cells expressing EpoR and JAK2V617F; 220,000 compounds, 1.1% hits; inhibition, % at 5.6 µM; AID 1446; ATP luminescence;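 active = inhibition above the campaign mean plus 3 SD over all tested compounds, cut at about 24% in these data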;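 note: cytokine-independent growth of Ba/F3 cells driven by EpoR plus mutant JAK2; 0% = DMSO-treated cells and 100% = JAK inhibitor I control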
# NPY-Y1 PAM-ag: human NPY-Y1 potentiation or agonism, primary screen; activation, % at 3.6 µM; P25929; NPY-Y1 expressing cells, potentiator/agonist activation; 220,000 compounds, 0.37% hits; in the data active = activation above about 33%, passing the limit was not always enough;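 note: cells stimulated with NPY at EC10 then isoproterenol at EC100; 0% = low agonist plus stimulus and 100% = saturating agonist plus stimulus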
# Target sequence (P25929 whole entry, looked up): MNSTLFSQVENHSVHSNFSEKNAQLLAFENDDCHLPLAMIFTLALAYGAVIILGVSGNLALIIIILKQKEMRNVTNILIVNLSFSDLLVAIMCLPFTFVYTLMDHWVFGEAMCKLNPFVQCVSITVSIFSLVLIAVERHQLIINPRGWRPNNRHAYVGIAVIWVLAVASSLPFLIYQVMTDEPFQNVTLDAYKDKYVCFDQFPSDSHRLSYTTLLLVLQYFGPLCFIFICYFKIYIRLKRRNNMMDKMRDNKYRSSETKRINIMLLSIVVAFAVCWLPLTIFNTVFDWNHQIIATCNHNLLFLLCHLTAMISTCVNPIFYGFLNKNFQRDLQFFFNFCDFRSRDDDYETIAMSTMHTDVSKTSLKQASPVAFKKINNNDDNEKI
# p47phox inh: p47phox (human) inhibition; p47phox/p22phox peptide binding, fluorescence polarization, 2 h; inhibition, % at 24.7 µM; 220,000 compounds, 0.53% hits; AID 1274;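 active = inhibition above about 30%, limit read from the data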;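 note: 0% = p47phox with labelled peptide and 100% = labelled peptide alone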
# Target sequence (P14598 whole entry, looked up): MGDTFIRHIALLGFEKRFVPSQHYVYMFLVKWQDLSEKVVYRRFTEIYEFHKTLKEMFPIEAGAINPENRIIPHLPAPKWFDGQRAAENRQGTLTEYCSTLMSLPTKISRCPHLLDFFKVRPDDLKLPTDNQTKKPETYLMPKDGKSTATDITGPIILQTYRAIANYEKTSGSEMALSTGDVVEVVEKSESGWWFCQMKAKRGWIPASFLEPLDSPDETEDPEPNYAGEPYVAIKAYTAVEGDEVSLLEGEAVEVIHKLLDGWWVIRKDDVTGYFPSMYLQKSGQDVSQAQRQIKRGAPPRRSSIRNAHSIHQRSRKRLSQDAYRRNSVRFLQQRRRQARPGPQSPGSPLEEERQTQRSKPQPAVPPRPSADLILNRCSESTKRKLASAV
# S1P4 agonist: human S1P4 receptor agonism | AID 1509 | activation, % at 4.98 µM | S1P4-expressing cell line, agonist reporter assay | 220,000 compounds, 0.35% hits; in the data active = activation above about 11%;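 note: 0% = DMSO vehicle and 100% = reference agonist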
# NPY2 pot ag: human NPY-Y2 potentiation or agonism, primary screen. P49146. cells expressing NPY-Y2, potentiator/agonist read-out. activation, % at 3.6 µM. 220,000 compounds, 0.45% hits. AID 1359; in the data active = activation above about 27%;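 note: cells stimulated with NPY near EC25 plus isoproterenol at EC100; 0% = vehicle plus submaximal agonist and 100% = vehicle plus saturating agonist; some results beyond the cut were filed as inactive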
# CHOP inh: inhibitors of CHOP induction in ER stress response. CHO-K1 CHOP-promoter luciferase, tunicamycin-induced, 15-18 h. inhibition, % at 10 µM. 220,000 compounds, 3.8% hits;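 active = compounds that reduced the stress-induced luciferase reporter signal by more than about 70% of percent inhibition, limit read from the data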;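 note: 0% = tunicamycin plus vehicle and 100% = wells without tunicamycin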
# NPY Y1 blocker: blocks the human neuropeptide Y Y1 receptor | HEK293-CNG Y1 cells, membrane potential fluorescence; NPY at EC95, then isoproterenol | P25929 | inhibition, % at 3.6 µM | 200,000 compounds, 1% hits | AID 1040;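 active = inhibition above the campaign mean inhibition of all tested compounds plus 3 SD, cut at about 20% in these data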;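 note: 0% = DMSO wells given NPY plus isoproterenol and 100% = isoproterenol alone without NPY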
#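 Material: Y1- and CNG-channel-expressing HEK293 cells / Probe or stimulus: NPY 25 nM then isoproterenol 1 µM plus Ro 20-1724 25 µM / Doses: 3.6 µM single dose, DMSO 0.4% / Schedule: compound incubation 1 h at room temperature, readout 45 min post-stimulation / Signal: membrane potential fluorescence / Benchmarks: isoproterenol-only wells as full block versus NPY-plus-isoproterenol wells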
# Numbers without * were called inactive; . = not tested or not shown.
Structure,S1P4 antagonist,BaF3 tox,Ba/F3 V617F tox,NPY-Y1 PAM-ag,p47phox inh,S1P4 agonist,NPY2 pot ag,CHOP inh,NPY Y1 blocker
CC(C)CNC(=O)CN(c1cccc(Cl)c1)S(C)(=O)=O,-7,4,0,13,-7,-0.4,11,-5,1
CC(=O)OCC1(C)CN(c2ccccc2)N(C(=O)c2ccc(C(C)(C)C)cc2)C1=O (stereo not given),3,2,-2,-7,-1,25*,4,-2,4
Cc1cccc(N2CCN(S(=O)(=O)c3cnc[nH]3)CC2)c1C,-29,2,0,9,11,-1.6,-16,-4,-3
CC(C)CCNC(=O)[C@@H](NC(=O)c1c(F)cccc1F)C(C)C,-5,4,-1,3,-9,-4.8,-26,21,2
CCN1C(=O)C(CC(=O)Nc2ccc(OC)cc2)N(Cc2ccco2)C1=S (stereo not given),-3,1,1,6,0,-1.9,-2,26,-3
O=C(CSCc1ccc(Cl)cc1)NCc1ccc2c(c1)OCO2,-3,15,14,-9,-15,-0.3,-23,15,9
COc1cc(C(=O)Nc2cccc3cccnc23)cc(OC)c1OC,-3,0,-3,-34,-7,-1.2,-13,18,5
CSc1nnc(C)c(=O)n1COC(=O)COc1ccc(F)cc1,26,5,-1,7,4,-0.8,-4,18,-5
O=[N+]([O-])C(/C=C(/Cl)[N+](=O)[O-])=C(N1CCCCC1)N1CCCCC1,-8,-4,-3,6,-19,0.8,-17,4,.
COc1cccc(CC2(CO)CCN(S(=O)(=O)N(C)C)CC2)c1,-5,-1,-3,10,-10,1.2,0,3,1
COc1ccc(-c2c(C)nn3c(N)c(C#N)cnc23)cc1OC,1,7,6,3,-8,1.6,3,42,1
Nn1c(SCC(=O)Nc2ccc(S(=O)(=O)N3CCCC3)cc2)nnc1C(F)(F)F,-27,5,-1,-1,-3,0.1,9,-12,-1
CC(=O)NS(=O)(=O)c1ccc(NC(=O)/C=C/c2ccco2)cc1,-10,9,-1,14,-8,2.2,-3,-3,-5
Cc1ccc(OCCn2c(C3CC(=O)N(Cc4ccccc4)C3)nc3ccccc32)cc1 (stereo not given),-11,8,-1,-11,-20,0.5,-15,54,10
CCCCn1c(SCC(=O)N2CCOCC2)nnc1-c1ccoc1C,-8,2,0,-10,6,-3.8,8,48,0
COc1cc(C(=O)Nc2cccc(S(=O)(=O)N3CCCC3)c2)cc(OC)c1C,-3,3,0,-17,-14,1.1,-32,1,.
O=C(C[n+]1ccccc1)Nc1ccc(Oc2ccccc2)cc1,3,2,1,1,-4,-0.1,-17,-3,14
Cn1nc(-c2ccccc2)c2ncc(C(F)(F)F)cc21,3,9,6,-32,-3,-1.2,-7,22,10
O=C(C1COc2ccccc2O1)N1CCN(c2ccccc2F)CC1 (stereo not given),17,4,3,-20,0,1.1,-8,4,8
Cc1cc(O)c(C(C[N+](=O)[O-])c2ccc(Cl)cc2Cl)c(=O)o1 (stereo not given),-9,5,1,7,-18,-0.1,-14,-22,-3
COc1cccc(OCCSc2nc3ccccc3c(=O)[nH]2)c1,-18,6,0,-19,2,0.5,-2,44,3
CCOC(=O)C(C(=O)OCC)N(C#N)c1nc(SC)nc(N(C)C)n1,2,9,-1,-4,2,-0.8,-9,4,11
Cc1ccc2nsnc2c1N(S(C)(=O)=O)S(C)(=O)=O,-9,-1,-3,-1,3,-1.4,3,-13,0
NC(=O)COc1ccc2oc(-c3ccccc3)cc(=O)c2c1,-18,4,4,-3,-9,-1.1,-9,-5,2
Cn1c(=O)c2c(nc(SCC(=O)N3CCc4ccccc4C3)n2C)n(C)c1=O,5,6,-1,-18,-4,-3.0,15,1,-1
Cc1ccc(-c2nc(C)sc2CC(=O)OCC(=O)Nc2cccc([N+](=O)[O-])c2)cc1,-11,4,5,-12,-15,0.6,-14,20,2
Cc1noc(NC(=O)c2cccc(Cl)c2Cl)c1C#N,4,10,2,8,6,1.4,-11,13,1
Cc1nn(Cc2ccc(C(=O)Nc3nccs3)cc2)c(C)c1Cl,0,43*,39*,37,-12,1.5,23,46,0
COc1ccc(N(CC(=O)NCc2cccnc2)S(=O)(=O)c2c(C)nn(C)c2C)cc1,-20,8,-2,1,-2,-0.7,6,-5,3
CCOC(=O)C1(CCOC)CCN(Cc2cnc(-c3cccc(C)c3)nc2)CC1,-13,1,1,-6,-2,1.6,-9,9,5
Nn1c(-c2ccccc2)nc2ccccc2c1=O,8,3,-3,2,-9,0.8,6,-20,6
CCCCN(C)CCC(=O)Nc1ccc2c(c1)CCC2,-15,8,0,-23,-8,0.4,-6,9,2
COc1cc(NC(=S)NC(=O)CC(C)C)ccc1NC(=O)c1cc2ccccc2o1,-5,-1,-4,9,-2,-0.9,21,58,2
Cc1nnc2sc(-c3ccccn3)nn12,-3,5,0,-8,0,0.4,6,34,0
O=C(/C=C/c1cccc(Br)c1)N1CCN(c2cccc(C(F)(F)F)c2)CC1,-5,5,1,-35,-4,2.7,-18,28,11
O=C(NCCc1ccc(Cl)cc1)C1CCC(CNc2nc(=S)[nH]c3ccccc23)CC1 (stereo not given),-6,8,1,16,15,0.3,3,87*,-4
C/C(=N\NC(=S)Nc1c(C)cccc1C)c1cc2ccccc2o1,-10,1,3,14,-4,-0.3,-6,56,3
CN1C(=O)CC(NNC(=O)c2ccc(Cl)cc2)C1=O (stereo not given),-7,0,-3,18,9,0.5,18,23,6
O=C(CSc1ncnc2c1oc1ccccc12)c1cccs1,-2,4,0,-22,2,-0.8,1,29,-2
COC(=O)COc1ccc(S(=O)(=O)NCc2ccco2)cc1Cl,7,1,-1,3,-7,0.0,3,18,1
CCOC(=O)c1sc(=S)n(-c2cc(OC)ccc2OC)c1N,-24,-2,-1,9,-1,-0.5,6,-31,0
CN(C)C(=O)N1CCN(C(=O)N(C)C)CC1,0,0,-4,7,-2,-0.2,10,9,-2
Cc1ccc(-n2cc(CN(C)CCc3cn[nH]c3)c(-c3cccc(C)c3)n2)cc1,2,2,-2,-19,2,-0.1,-23,26,7
Cc1[nH]n(-c2ccc(C(=O)O)cc2)c(=O)c1CCO,-1,2,-1,15,-9,1.8,5,9,6
O=C(NCC1CCCO1)c1csc2c1CCCC2 (stereo not given),-2,11,0,10,-4,0.8,3,6,5
CCn1c(/C=C/c2c(C)[nH]c3ccccc23)nc2ccccc2c1=O,-5,-2,-6,-10,-61,-0.8,-4,94*,4
COC(=O)C(C(C)C)N1CCc2c(C)nc3c(C#N)cnn3c21 (stereo not given),-10,9,1,2,-28,0.8,-9,2,0
c1ccc2c(c1)CCN(c1nc3cc4c(cc3s1)OCO4)C2,-13,0,-1,6,1,-0.7,-11,12,11
O=C(Cc1c[nH]c2ccccc12)Nc1ccccc1N1CCOCC1,6,1,-4,4,-11,2.0,-1,26,3
CCOC(=O)c1sc(SC)c2c1CCCC2=O,2,4,-2,2,-1,1.5,-25,13,.
O=C(Nc1ccc(F)c([N+](=O)[O-])c1)c1cccs1,-11,1,3,-27,2,-1.2,-6,4,0
O=C(c1ccc(Cn2c(=S)[nH]c3ccc(N4CCOCC4)cc3c2=O)cc1)N1CCN(c2ccc(F)cc2)CC1,-17,15,3,13,-12,-0.8,5,55,-9
CCOCCCNC(=O)CN1C(=O)/C(=C\c2ccc(C)cc2)Sc2ccccc21,-16,3,1,3,-4,1.2,-6,59,-1
Cc1ccc(NC2=C(C(=O)c3ccccc3)N(C)S(=O)(=O)c3ccccc32)cc1,-8,6,5,-5,-10,-2.8,-1,95*,2
Cc1cc(C2=NNC(=Nc3ccc(S(=O)(=O)N4CCOCC4)cc3)SC2)c(C)n1C,-11,-2,-1,14,23,1.7,15,11,.
CCN(CC)C(=O)C1CCC(C)(C(=O)O)C1(C)C (stereo not given),-14,-3,-2,-14,1,-0.1,-13,28,6

# Later entries
Structure,S1P4 antagonist,BaF3 tox,Ba/F3 V617F tox,NPY-Y1 PAM-ag,p47phox inh,S1P4 agonist,NPY2 pot ag,CHOP inh,NPY Y1 blocker
O=c1nc(NCc2ccccc2Cl)cn[nH]1,1,8,1,13,-5,0.2,4,23,-1
CCOc1cc(/C=N/NC(=O)C(=O)NCC2CCCO2)ccc1OCC(=O)N1CCOCC1 (stereo not given),6,-5,-4,7,-1,0.4,1,-7,.
O=C(c1cc(-c2ccncc2)nc2ccc(Cl)cc12)N1CCN(Cc2ccc3c(c2)OCO3)CC1,-7,0,-2,5,48*,0.8,2,42,0
O=C(NCC(=O)N(CC1CCCO1)C(C(=O)NC1CCCCC1)c1ccc(F)cc1)c1ccco1 (stereo not given),13,0,-3,-13,-6,-0.4,11,-6,2
CCc1nnc2n1N=C(c1ccc(-c3cc(Cl)ccc3Cl)o1)CS2,-14,2,1,-16,-12,1.2,-1,1,2
COc1cccc(NC(=O)c2ncn[nH]2)c1,-18,3,-2,8,-4,0.3,-5,11,5
CCOC(=O)CC(=O)CSc1nc(-c2cccnc2)ccc1C#N,-6,1,-4,-4,6,-1.8,12,25,3
Cc1cccc2cc(CN(Cc3cccs3)C(c3nnnn3C3CCCC3)C(C)C)c(=O)[nH]c12 (stereo not given),-12,1,-5,-62,-8,-1.1,-15,45,14
CN(C)C(=O)c1ccc(NC(=O)CSc2nc3ccccc3[nH]2)cc1,-7,-1,0,2,-2,-0.5,-16,7,-2
O=C1NC(=O)/C(=C/c2ccccc2Oc2ccc(Cl)cc2)S1,-17,-2,1,-29,5,1.7,-5,8,-4
COc1ccccc1N(CC(=O)N(c1ccccc1)C(C)C)S(=O)(=O)c1cccs1,-8,10,4,-1,0,1.2,-18,4,4
CCCCNC(=O)C1CCC(CNc2c(N3CCC(C)CC3)c(=O)c2=O)CC1 (stereo not given),-1,-4,-5,6,-10,-0.4,6,1,.
Cc1ccc(CNC(=O)c2ccccc2CCc2ccccc2)cc1,-2,0,1,-16,-1,-1.7,-17,66,7
COc1ccc(CCNC(=O)C(=O)NCC2CCNCC2)cc1OC,0,2,-4,-3,-1,0.3,3,-6,.
COc1ccc(-c2nc(C#N)c(N3CCC(C(N)=O)CC3)o2)cc1OC,0,1,-1,-22,-6,0.6,5,-8,4
Cc1noc(C)c1S(=O)(=O)N1CCN(Cc2ccc3c(c2)OCO3)CC1,-10,0,-7,14,-13,2.2,18,25,11
Oc1ccc(CCc2n[nH]c(=S)n2-c2ccc(F)cc2)cc1,3,-1,0,13,-14,-0.6,4,24,.
Cc1ccc(C)c(NNC(=O)C(=O)NNc2cc(C)ccc2C)c1,13,2,2,-1,-8,1.9,-8,-23,.
COc1ccc(C(C(=O)NC2CCCC2)N(CC2CCCO2)C(=O)Cn2nnc(-c3ccc(C)o3)n2)cc1 (stereo not given),3,-1,-1,-14,-9,-3.2,9,12,2
CCC(C)(C(=O)NC1CCCCC1)N(Cc1ccco1)C(=O)c1ccccn1 (stereo not given),0,5,4,-20,-3,1.4,-19,5,14
Cc1cccc(N2CCN(C(=O)Cc3c(C(=O)O)[nH]c4ccc(Cl)cc34)CC2)c1C,-12,3,-1,-1,-9,2.1,2,6,3

# Bioassay records as filed in PubChem.
